Yeast superoxide: yeast age-related superoxide inhibition as caloric restriction mimetic; S. cerevisiae aged cells, superoxide DHE fluorescence; active compounds read low; superoxide response (% of plate mean), % at 10 µM; 330,000 compounds, 0.18% hits;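 active = superoxide response under a set limit, about three screen SD below normal, cut at about 65% in these data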;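 note: yeast aged for seven days with compound at 30 °C before DHE staining; 100% = average MFI of all compound-treated wells on the plate with controls excluded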
EBNA-1 inhibitor: blocks EBNA-1 binding to DNA | inhibition, % at 14.8 µM | EBNA-1 DNA binding, fluorescence polarization | 300,000 compounds, 0.34% hits; in the data active = inhibition above about 28%
PP5 primary: inhibitors of human protein phosphatase 5 (PP5); inhibition, % at 6.7 µM; AID 1987; 320,000 compounds, 0.18% hits; purified PP5c, OMFP substrate fluorescence; P53041;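 active = inhibition above the campaign's mean inhibition across all tested compounds plus 3 SD, cut at about 9.5% in these data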;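 note: 0% = DMSO only and 100% = 100 µM cantharidin control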
Target sequence (P53041 whole entry, looked up): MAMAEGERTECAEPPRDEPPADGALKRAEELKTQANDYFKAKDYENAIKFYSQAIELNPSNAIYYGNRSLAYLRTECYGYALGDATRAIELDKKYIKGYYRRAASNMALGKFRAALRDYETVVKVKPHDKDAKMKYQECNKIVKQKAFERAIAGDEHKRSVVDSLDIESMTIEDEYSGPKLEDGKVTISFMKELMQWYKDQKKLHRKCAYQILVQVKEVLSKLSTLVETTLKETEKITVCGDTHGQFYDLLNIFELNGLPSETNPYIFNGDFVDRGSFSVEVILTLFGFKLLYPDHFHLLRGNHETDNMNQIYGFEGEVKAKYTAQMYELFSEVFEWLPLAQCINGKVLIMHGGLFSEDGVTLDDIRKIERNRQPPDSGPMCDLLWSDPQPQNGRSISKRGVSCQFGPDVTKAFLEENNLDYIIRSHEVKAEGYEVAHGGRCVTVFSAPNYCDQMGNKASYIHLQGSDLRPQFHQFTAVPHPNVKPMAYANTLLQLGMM
ZTA counter: blocks Epstein-Barr virus ZTA, an EBNA-1 counter-screen; AID 2234; 320,000 compounds, 0.15% hits; inhibition, % at 11 µM; P03206; ZTA-DNA binding, fluorescence polarization; in the data active = inhibition above about 33%
TPT1 inh: inhibitors of Candida albicans tRNA 2'-phosphotransferase TPT1; inhibition, % at 5 µM; recombinant caTPT1, FP RNA substrate dephosphorylation; 300,000 compounds, 0.81% hits;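 active = inhibition above the mean of all tested compounds plus 3 SD, set per screening campaign, cut at about 24% in these data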;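 note: plate controls were DMSO alone for no effect and ferristatin control at 100 nM for full effect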
CTSL1 counter: blocks F. hepatica cathepsin L1 in PFM18AAP counter-screen | AID 1906 | inhibition, % at 5.96 µM | recombinant F. hepatica cathepsin L1, Z-Leu-Arg-MCA fluorescence | 300,000 compounds, 0.49% hits;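 active = inhibition above the mean of all tested compounds plus 3 SD, set per screening campaign, cut at about 17% in these data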;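 note: 0% = plate median of test compound wells and 100% = 1 µM Z-Phe-Ala-diazomethylketone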
PP1 counter: counter-screen for PP5 inhibitors: inhibitors of human PP1-alpha | 320,000 compounds, 0.9% hits | inhibition, % at 6.7 µM | purified PP1alpha, OMFP fluorescence | P62136;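 active = inhibition above the mean inhibition of all tested compounds plus 3 SD, computed separately for each screening campaign, cut at about 15% in these data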
core dimer inh: HCV core protein dimerization inhibition; AID 1899; inhibition, % at 5 µM; TR-FRET GST/Flag-core106 dimerization, 1536-well; 300,000 compounds, 0.33% hits;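 active = inhibition above the mean of all tested compounds plus 3 SD, set per screening campaign, cut at about 45% in these data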
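System: GST-tagged and Flag-tagged HCV core protein residues 1-106 / Input: core106 proteins, GST 13.5 nM and Flag 17 nM / Buffer or medium: KF-containing HEPES buffer, pH 7.45, DTT, CHAPS, BSA / Probe or stimulus: Eu-anti-GST and XL665-anti-Flag labelled anti-tag antibodies / Schedule: 4 h, 22.5 °C incubation / Technique: TR-FRET 671 and 617 nm emission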
GASC-1 inh: blocks human GASC-1 demethylase activity. Q9H3R0. GST-JMJD2C(1-420) H3K9me3 demethylation, DELFIA europium. inhibition, % at 2.35 µM. 330,000 compounds, 0.069% hits;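 active = more than half of a compound's replicate wells show inhibition beyond 50%, single wells judged on their own value; inconclusive = some, but no more than half, of replicates pass 50% inhibition; inactive = no replicate passes 50% inhibition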;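 note: signal counts dimethyl H3K9 product captured on neutravidin plate; 0% = median of DMSO wells and 100% = 0.3 times that DMSO median; strong numbers were not always called active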
Target sequence (Q9H3R0 1-420 limits assumed): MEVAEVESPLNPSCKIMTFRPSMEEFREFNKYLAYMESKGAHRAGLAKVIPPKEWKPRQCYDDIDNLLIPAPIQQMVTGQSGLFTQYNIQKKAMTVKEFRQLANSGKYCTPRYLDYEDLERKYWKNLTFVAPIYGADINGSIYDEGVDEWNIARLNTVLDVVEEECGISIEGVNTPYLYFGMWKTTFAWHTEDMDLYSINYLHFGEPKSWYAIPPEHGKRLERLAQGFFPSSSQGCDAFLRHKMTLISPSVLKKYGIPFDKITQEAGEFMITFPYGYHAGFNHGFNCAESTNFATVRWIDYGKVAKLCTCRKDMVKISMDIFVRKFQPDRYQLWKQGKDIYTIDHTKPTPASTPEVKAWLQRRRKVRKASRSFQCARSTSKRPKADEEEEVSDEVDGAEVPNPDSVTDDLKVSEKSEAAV
* marks the source's active call; other numbers are inactive results; u = inconclusive; x = not tested or not shown.

SMILES | Yeast superoxide | EBNA-1 inhibitor | PP5 primary | ZTA counter | TPT1 inh | CTSL1 counter | PP1 counter | core dimer inh | GASC-1 inh
CCCOP(=O)(c1ccc(N(C)C)cc1)C(O)c1ccc(N(C)C)cc1 (centres undefined) | 99 | 4 | 3.3 | 7 | 4 | -7 | 1 | 4 | 3
Cc1cccc(N2CCN(C(=O)CCn3c(=O)[nH]c4ccsc4c3=O)CC2C)c1 (centres undefined) | 100 | 7 | 4.5 | 5 | -3 | 0 | -3 | 8 | -1
O=C(Nc1nc(-c2cccnc2)cs1)c1ccccc1Cl | 85 | 13 | -0.3 | 8 | -1 | -2 | 20* | 4 | -16
CCOc1cc(C2C3=C(CCCC3=O)OC3=C2C(=O)CCC3)cc([N+](=O)[O-])c1O | 103 | 3 | 1.9 | -8 | -4 | 1 | 0 | -6 | 2
Cc1cnn(CCC(=O)NNC(=S)Nc2ccccc2)c1 | 92 | -5 | -0.2 | -10 | 3 | -3 | -2 | -2 | 0
N/C(=N\OC(=O)c1ccccc1Br)c1cccc([N+](=O)[O-])c1 | 92 | -7 | 3.1 | 6 | -2 | -1 | 1 | 0 | -4
CC(NC(=O)C1CCC(=O)N1Cc1ccc(F)cc1)c1ccc2c(c1)OCCO2 (centres undefined) | 96 | 1 | -0.2 | -8 | -4 | 0 | -1 | 0 | -8
CN1CCN(Cc2c(O)ccc3occ(C(=O)c4ccccc4)c23)CC1 | 98 | -4 | -2.0 | -17 | -6 | 9 | 1 | -8 | u
CN(Cc1ccccc1)C(=O)COC(=O)CNS(=O)(=O)c1ccc2ccccc2c1 | 95 | 2 | -0.4 | -13 | -1 | -16 | -1 | -2 | -6
CCNC(=O)C1CCCN1C(=O)C(CCCN=C(N)N)NC(=O)C(CC(C)C)NC(=O)C(Cc1cn(Cc2ccccc2)cn1)NC(=O)C(Cc1ccc(O)cc1)NC(=O)C(CO)NC(=O)C(Cc1c[nH]c2ccccc12)NC(=O)C(Cc1cnc[nH]1)NC(=O)C1CCC(=O)N1 (centres undefined) | 97 | 5 | -1.3 | 21 | -2 | 40* | -3 | 5 | -8
CCc1ccc(-c2cc3c(=O)n(CC(=O)NCCCN4CCN(CC)CC4)nc(C)n3n2)cc1 | 107 | -10 | 3.0 | -16 | -3 | -2 | -3 | 3 | 0
COc1ccc(-c2nnc3ccc(SCC(=O)N4CCCC4)nn23)cc1 | 95 | 13 | -1.1 | 17 | 0 | 4 | 0 | 7 | -12
CCCC1=NN2C(=N)/C(=C\c3cc(C)n(-c4cc(C)cc(C)c4)c3C)C(=O)N=C2S1 | 81 | 2 | 0.4 | 11 | 3 | -1 | 10 | 16 | 1
COc1ccc(NC(=O)CCCCCn2nnc3ccccc3c2=O)cc1OC | 95 | 11 | 1.8 | 13 | -3 | 0 | -5 | 12 | 3
CC(=O)N1CCN(Cc2nc(C(c3ccccc3)c3ccccc3)no2)CC1 | 98 | 0 | 2.0 | -2 | -4 | -2 | -1 | -8 | -23
CCCn1cc(S(=O)(=O)c2ccc(F)cc2)c(=O)c2cc(OCC)ccc21 | 95 | 1 | 1.3 | -14 | -1 | -3 | 4 | 2 | 7
O=[N+]([O-])c1cc(C=Nc2cccc3c(O)cccc23)ccc1Cl | 103 | 6 | -1.4 | 6 | -1 | 2 | 0 | -20 | -2
Cc1cccc(C)c1OCc1nnc2c3cnn(C)c3ncn12 | 103 | -1 | 2.8 | -8 | 2 | -2 | -6 | 0 | 148
CCCc1cc(=O)oc2c3c(cc(OCC(=O)N[C@@H](C)C(=O)O)c12)OC(C)(C)CC3 | 84 | -23 | -0.3 | 0 | 1 | -2 | -2 | -17 | 10
O=C(CN1C(=O)NC2(CCCCC2)C1=O)Nc1cccc2ncccc12 | 115 | x | -2.0 | 6 | x | x | -4 | x | 3
CCOC(=O)NC1(C(F)(F)F)C(=O)N(Cc2ccccc2)C2=C1C(=O)CC(C)(C)C2 (centres undefined) | 105 | 6 | -0.3 | -5 | 0 | -1 | -5 | 3 | 4
COCCC(=O)N(Cc1ccc2c(c1)OCO2)C(C(=O)NC1CCCCC1)c1ccncc1 (centres undefined) | 90 | 2 | 0.2 | 0 | -2 | -1 | -4 | 1 | 2
O=C(CCNC(=O)c1ccccc1)Nc1ccc(F)c(Cl)c1 | 103 | 2 | 1.4 | -8 | -3 | -3 | -6 | -1 | -1
Nc1nonc1-n1nnc(C(=O)N/N=C/c2ccc(OCc3ccccc3)cc2)c1CNc1ccccc1 | 135 | 6 | 0.5 | 16 | -3 | 0 | 0 | 31 | 0
Cc1ccc(S(=O)(=O)N2CC(=O)Nc3ccccc32)cc1 | 89 | 5 | 1.2 | 21 | -2 | -3 | -4 | 6 | -3
CSCCC(NS(=O)(=O)c1ccc2c(c1)c(=O)n(C)c(=O)n2C)C(=O)NC1CCN(Cc2ccccc2)CC1 (centres undefined) | 113 | -6 | 9.1 | -3 | 5 | 40* | -4 | -2 | 20
O=C(CN1C(=O)NC2NC(=O)NC21)N/N=C/c1ccccc1F (centres undefined) | 90 | -4 | 2.1 | 3 | 2 | 0 | -6 | 0 | -6
COc1cccc(S(=O)(=O)Nc2ccc(C(=O)N3CCOCC3)cc2)c1 | 96 | 9 | -0.4 | 6 | 0 | -1 | -5 | -2 | 12
O=C(C/C=N\OCc1ccc([N+](=O)[O-])cc1)Nc1ccc(Cl)cc1 | 101 | -10 | 2.6 | -19 | -5 | 1 | 1 | -2 | -15
CCCSc1nn2c(=O)c3ccccc3nc2s1 | 116 | -4 | 0.6 | -10 | 8 | 3 | -1 | 6 | 11
COc1cccc(NC(=O)NCCCCc2ccccc2)c1 | 111 | -2 | 0.7 | -4 | -1 | 1 | -6 | -1 | 10
Cc1cc(C)nc(NS(=O)(=O)c2ccc(NC(=O)CSc3nc(-c4ccccc4)c(C#N)c(=O)[nH]3)cc2)n1 | 99 | -4 | 0.9 | -9 | -3 | 1 | 10 | 6 | 2
COc1ccc(NC(=O)C2CC2)cc1OC1CCCC1 | 81 | -2 | 1.6 | -28 | 0 | 2 | 3 | -16 | -6
C=CCC1(CC=C)CCCN1Cc1nc(COc2ccccc2)no1 | 111 | -1 | -3.0 | 13 | 20 | 0 | -2 | -1 | 10
C=CCOC(=O)C1=C[C@@H](c2csc3ccccc23)C[C@@H](OCc2ccc(CO)cc2)O1 | x | 7 | 4.7 | -10 | -2 | 4 | 10 | 3 | 18
CCN(CC)C(=O)Oc1ccc(OC(=O)N(CC)CC)cc1 | 93 | 4 | -1.5 | 18 | -3 | 3 | -3 | 3 | 1
CCCCCC1=CCC/C1=N\NC(=O)c1ccc2c(c1)OCO2 | 112 | -6 | 0.3 | -11 | 5 | 2 | -2 | -11 | -5
S=c1[nH]nc(C2CCCCC2)o1 | 128 | -3 | -0.5 | 3 | 0 | -2 | -4 | 2 | -3
CCSC1=N/C(=C\c2ccc(C(=O)O)cc2)C(=O)S1 | 99 | 10 | -0.2 | 23 | -8 | -1 | 3 | -2 | -2
COc1cc(OC)cc(C(=O)N[C@H](C(=O)OCC(=O)Nc2sccc2C#N)C(C)C)c1 | 114 | 9 | -1.3 | 19 | 11 | -23 | -1 | 17 | -6
CC(C)[C@H](NC(=O)c1cccc(S(=O)(=O)N2CCCC2)c1)c1nc2ccccc2[nH]1 | 92 | 7 | -0.9 | 7 | -3 | -1 | -2 | -1 | 4
CCN(CC(=O)Nc1c(F)cccc1F)C(=O)CCCc1c[nH]c2ccccc12 | 102 | 9 | -1.4 | -2 | 2 | 2 | -5 | -5 | -5
COc1cccc(C(=O)NCCC(=O)NCc2cc(=O)n(C)c(=O)n2C)c1 | 103 | -3 | -1.1 | 2 | 2 | 2 | -2 | -3 | u
Cn1c(=O)c2c(nc(N3CCOCC3)n2Cc2c(F)cccc2Cl)n(C)c1=O | 98 | 7 | -1.8 | 1 | 2 | 3 | -6 | 3 | 17
CCN1CCC(NC(=O)c2cc(OC)c(OC)cc2OC)CC1 | 100 | -6 | 2.7 | -1 | 2 | -1 | 1 | 0 | -1
c1ccc2c(c1)c1ccccc1n1c(-c3ccc4c(c3)OCO4)nnc21 | 98 | 7 | 1.3 | -2 | -3 | 3 | 1 | 18 | 4
Cc1ccc(-n2c(-c3ccccc3)nnc2-c2cccs2)cc1 | 105 | -3 | 2.5 | -4 | -1 | -1 | -1 | 10 | -1
Cc1cccc(N2C(=O)CN(Cc3cccs3)C2=S)c1 | 96 | 1 | 1.7 | -8 | -2 | -4 | 4 | 6 | 9

Four of the compounds above, as comma-separated lines.
structure,Yeast superoxide,EBNA-1 inhibitor,PP5 primary,ZTA counter,TPT1 inh,CTSL1 counter,PP1 counter,core dimer inh,GASC-1 inh
COc1cc(OC)cc(C(=O)N[C@H](C(=O)OCC(=O)Nc2sccc2C#N)C(C)C)c1,114,9,-1.3,19,11,-23,-1,17,-6
CC(C)[C@H](NC(=O)c1cccc(S(=O)(=O)N2CCCC2)c1)c1nc2ccccc2[nH]1,92,7,-0.9,7,-3,-1,-2,-1,4
CCN(CC(=O)Nc1c(F)cccc1F)C(=O)CCCc1c[nH]c2ccccc12,102,9,-1.4,-2,2,2,-5,-5,-5
COc1cccc(C(=O)NCCC(=O)NCc2cc(=O)n(C)c(=O)n2C)c1,103,-3,-1.1,2,2,2,-2,-3,u

More records:
SMILES | Yeast superoxide | EBNA-1 inhibitor | PP5 primary | ZTA counter | TPT1 inh | CTSL1 counter | PP1 counter | core dimer inh | GASC-1 inh
CCN1/C(=C(\O)c2ccccc2)C(=O)c2ccccc2S1(=O)=O | 95 | 10 | -1.3 | 4 | -4 | 2 | 2 | -7 | -14
CC(C)(C)NC(=O)CSc1nc2ccccc2c(=O)[nH]1 | 99 | -1 | -0.3 | 1 | -3 | 2 | -2 | -1 | -19
CCOc1ccccc1C(=O)Nc1nccs1 | 99 | 0 | 2.7 | 7 | 27* | -1 | -3 | 6 | 0
COc1ccc(N(Cc2ccco2)C(=O)c2ccccc2F)cc1OC | 86 | 4 | -0.5 | 3 | -8 | 6 | 0 | 0 | 4
O=C(Nc1ccc(O)cc1C(=O)O)c1cccs1 | 108 | -9 | 2.3 | -10 | 0 | 3 | -4 | -1 | 3
CCCCC(=O)N/N=C(\C)CC(=O)Nc1cc(Cl)ccc1OC | 102 | 5 | 3.6 | -1 | -4 | 1 | 1 | -4 | 13
COc1ccccc1C(=O)N1CCN(S(=O)(=O)Cc2ccccc2)CC1 | 93 | 0 | -1.4 | 8 | -2 | 3 | -2 | -10 | -2
CCSc1nc2cc(OC)c(OC)cc2c(=O)n1CC | 96 | -4 | 3.3 | -14 | -6 | -5 | -4 | -3 | -17
O=C(NNC(=S)NC(=O)c1cccnc1)c1ccc(Cl)cc1 | 105 | -1 | 3.6 | -3 | 6 | -1 | 4 | -2 | 12
Cc1ccc(C2CC(=O)N3CN(c4ccc(Br)cc4)CSC3=C2C#N)o1 (centres undefined) | 105 | 1 | 1.6 | -1 | 18 | 1 | 11 | 48* | -37
CCOc1ccc(N(CC(=O)NC2CCCC(C)C2C)S(=O)(=O)c2c(C)noc2C)cc1 (centres undefined) | 108 | 5 | 2.4 | -17 | 3 | 1 | -1 | 8 | 0
CCN(CC)c1ccc(N=Nc2ncn[nH]2)cc1 | 85 | -15 | 2.0 | 4 | 25* | 4 | 4 | -13 | 3
N#Cc1c2n(c3c(=O)n(CC(=O)c4ccc([N+](=O)[O-])cc4)cnc13)CCCCC2 | 109 | -3 | 1.2 | 7 | -2 | -2 | 0 | -6 | 4
